Rev-erbA mod: modulators of Rev-erb alpha DNA binding, primary screen, biochemical, FITC-DNA, fluorescence polarization, uHTS | Nuclear receptor subfamily 1 group D member 1 (Homo sapiens), P20393 | Rev-erbα–FITC-DNA binding, 90 min | activity, % at 10 µM | 0.79% of 370,000 active;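 active means activity above about 14%, limit read from the data; passing the limit was not always enough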;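 further: 0% = DMSO wells with 35 nM protein and 100% = DMSO wells with 750 nM protein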
hcDAF12 agonist: H. contortus DAF-12 nuclear receptor activators, primary screen, cell-based, luminescence, HEK293, lit1-tk-luc reporter | activation, % at 6.8 µM | AID 652067, 2013 | 1.4% of 370,000 active | HEK293 hcDAF-12 lit1-tk-luc reporter; 0% DMSO, 100% Δ7-dafachronic acid;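 active means activation above the mean of all tested compounds plus 3 SD, cut at about 5.5% in these data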;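 further: 100% = response to 3 µM Δ7-dafachronic acid high control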
PLCb3 inh: human PLC-beta3 inhibitors, primary screen, biochemical, fluorescence. inhibition, % at 12.2 µM. 0.18% of 370,000 active. Purified PLC-beta3, fluorogenic substrate; in the data active means inhibition above about 11%;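 further: 0% = median of compound wells on plate and 100% = full blocker control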
ssDAF12 agonist: S. stercoralis DAF-12 nuclear receptor activators, primary screen, cell-based, luminescence, HEK293, GRIP1 co-expression, lit1-tk-luc. HEK293 ssDAF-12/GRIP1 lit1-tk-luc reporter; % of 3 µM dafachronic acid response. activation, % at 6.8 µM. 1% of 370,000 active. AID 652126, 2013;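 active means activation above the mean over all tested compounds plus 3 SD, cut at about 0.9% in these data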;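 further: 0% = DMSO-only wells and 100% = 3 µM delta7-dafachronic acid wells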
hgDAF-12 ag: H. glycines DAF-12 receptor agonists, primary screen, cell-based, luminescence, HEK293, GAL4 fusion, UAS-luciferase; Nuclear hormone receptor DAF-12 (Heterodera glycines), GAL4 fusion; HEK293 GAL4-hgDAF12 UAS-luciferase reporter, agonist luminescence; normalized to butyrate control; activation, % at 6.8 µM; 1.8% of 370,000 active; AID 687014, 2013;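 active means activation above a cutoff set at the mean of all screened compounds plus 3 SD, cut at about 10% in these data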;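 further: 0% = DMSO wells and 100% = sodium butyrate wells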
DAX1 inh-1: DAX1 (NR0B1) inhibitors on StAR promoter, primary screen, cell-based, luminescence, SF-1 (NR5A1), full-length DAX-1; HEK293T StAR-luciferase reporter, SF-1/DAX-1 repression relief; inhibition, % at 6.8 µM; 1.1% of 370,000 active; AID 652010, 2013;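 active means inhibition above the mean over all tested compounds plus 3 SD, cut at about 3.6% in these data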;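 further: 0% = DAX-1 cells with DMSO and 100% = cells lacking DAX-1 with DMSO; higher inhibition means more luminescence from relief of DAX-1 repression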
FXN GAA850 act: FXN promoter activators, primary screen, cell-based, luciferase luminescence, HEK293 lucGAA850 | 0.56% of 360,000 active | HEK293 lucGAA850 FXN promoter luciferase reporter, 24 h; percent of 10 µM SAHA response | activation, % at 6 µM;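 active means activation above the average of all compounds screened plus 3 SD, cutoff fixed separately per campaign, cut at about 7.5% in these data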;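 further: 0% = DMSO wells and 100% = 10 µM SAHA wells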
DAX1 inh-2: DAX1 (NR0B1) inhibitors, primary screen, cell-based, HEK293, Gal4-DAX1, luciferase luminescence. HEK293 Gal4-DAX1 luciferase reporter. inhibition, % at 6.75 µM. 0.99% of 340,000 active. AID 504766, 2011;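 active means inhibition above the mean over all tested compounds plus 3 SD, cut at about 4.2% in these data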;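 further: 0% = DAX1-transfected cells with DMSO and 100% = empty-vector control cells with DMSO; inhibition shows as a rise in luminescence from relieved DAX1 repression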
Target sequence (P51843 207-470 limits assumed): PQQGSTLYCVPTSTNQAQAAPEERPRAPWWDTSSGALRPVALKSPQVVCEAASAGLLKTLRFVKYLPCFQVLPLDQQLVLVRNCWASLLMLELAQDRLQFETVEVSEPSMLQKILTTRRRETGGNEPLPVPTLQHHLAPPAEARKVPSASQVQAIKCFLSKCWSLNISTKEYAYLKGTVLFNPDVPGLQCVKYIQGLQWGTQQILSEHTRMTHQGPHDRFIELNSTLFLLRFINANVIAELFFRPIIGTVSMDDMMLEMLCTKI
SMARCA2 act: SMARCA2 (BRM) function activators, primary screen, cell-based, luminescence, high throughput | MG213 cells, MMTV-luciferase reporter, dexamethasone, overnight | activation, % at 9.1 µM | 1% of 370,000 active | AID 652017, 2013; in the data active means activation above about 7.8%;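 further: 0% = vehicle wells and 100% = reference activator wells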
sPLA2-III inh: human group III sPLA2 inhibitors, primary screen, biochemical, QFRET, BODIPY PC-A2 liposome substrate. Group 3 secretory phospholipase A2 (Homo sapiens), Q9NZ20. QFRET BODIPY PC-A2 liposome hydrolysis, fluorescence. inhibition, % at 12.2 µM. 0.56% of 370,000 active;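 active means inhibition above mean plus 3 SD of compounds lying within the high and low control bounds, cut at about 19% in these data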;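 further: 0% = median of test compound wells and 100% = no enzyme DMSO wells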
Target sequence (Q9NZ20 whole entry, looked up): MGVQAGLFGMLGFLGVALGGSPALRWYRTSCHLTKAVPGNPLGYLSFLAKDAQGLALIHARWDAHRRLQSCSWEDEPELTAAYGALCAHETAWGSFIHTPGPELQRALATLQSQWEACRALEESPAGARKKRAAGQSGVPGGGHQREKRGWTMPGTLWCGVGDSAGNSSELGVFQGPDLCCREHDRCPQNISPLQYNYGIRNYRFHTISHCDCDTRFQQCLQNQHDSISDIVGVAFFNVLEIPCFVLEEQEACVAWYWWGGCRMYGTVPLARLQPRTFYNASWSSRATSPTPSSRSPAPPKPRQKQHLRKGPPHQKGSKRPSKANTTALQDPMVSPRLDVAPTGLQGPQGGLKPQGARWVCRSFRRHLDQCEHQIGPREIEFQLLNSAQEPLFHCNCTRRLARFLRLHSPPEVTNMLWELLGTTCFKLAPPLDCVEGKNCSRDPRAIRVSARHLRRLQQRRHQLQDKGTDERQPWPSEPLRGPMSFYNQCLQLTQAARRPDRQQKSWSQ
PG9 Ab binder: binders of HIV-1 gp120 antibody PG9, primary screen, biochemical, TR-FRET. AID 624416, 2012. HIV-1 gp120 / PG9 antibody interaction. TR-FRET gp120-PG9 antibody binding. 0.43% of 360,000 active. inhibition, % at 6.7 µM; in the data active means inhibition above about 8.5%
Starred values were filed as active, the others as inactive; i = inactive; / = not tested or not shown.

SMILES | Rev-erbA mod | hcDAF12 agonist | PLCb3 inh | ssDAF12 agonist | hgDAF-12 ag | DAX1 inh-1 | FXN GAA850 act | DAX1 inh-2 | SMARCA2 act | sPLA2-III inh | PG9 Ab binder
O=C(CC[C@H]1O[C@@H](n2cnc3c(NC(=O)c4ccccc4)ncnc32)[C@H](O)[C@@H]1O)NCc1nc2ccccc2[nH]1 | -4 | -0.9 | 2 | -1.2 | 0.5 | -0.3 | / | / | 2 | 12 | 0.2
CC(C)NC(=O)C1(C)CCCN1Cc1ccccc1C#N (centres undefined) | 4 | -0.6 | 8 | -0.5 | -0.4 | 0.5 | 0.8 | / | -4 | 1 | 0.3
NC1=NC(=O)/C(=C/c2cn(Cc3ccccc3)c3ccccc23)S1 | -3 | -3.2 | -9 | -1.3 | 0.3 | 0.3 | 7.2 | 2.1 | -1 | -6 | -1.6
O=C(OCc1csc(-c2ccccc2)n1)c1ccc(O)cc1 | -3 | 0.4 | -8 | -0.1 | 6.6 | 0.8 | 1.2 | 0.3 | 0 | -20 | 0.1
Fc1ccc(CNCCC(Cc2ccccc2)c2ccco2)cc1 (centres undefined) | -3 | -0.7 | -2 | -1.6 | -1.7 | -0.2 | -2.2 | -0.8 | -3 | -13 | -1.6
CCOC(=O)c1c(NC(=O)COC(=O)CNC(=O)c2ccco2)sc(C)c1C | 7 | -1.1 | -2 | -1.6 | -0.3 | -0.2 | 4.3 | -3.0 | 1 | -7 | 0.2
COc1ccc(NC(=O)CSc2nnc(-c3ccccn3)n2N)c(OC)c1 | -3 | 0.3 | 1 | -1.2 | 2.4 | 0.1 | -1.1 | -2.1 | 2 | 3 | -2.2
COCCCNC(=O)C1CCN(S(=O)(=O)N(CC(C)C)CC(C)C)CC1 | 0 | -1.5 | 1 | -1.4 | -0.6 | 0.1 | 2.5 | 1.1 | -1 | -2 | 0.2
O=C1CN(C(=O)CSc2nc3ccccc3c(=O)n2Cc2ccc(F)cc2)c2ccccc2N1 | 1 | -0.7 | 0 | -1.2 | -2.7 | -0.1 | 0.0 | 0.3 | 1 | -11 | -0.9
CCOC(=O)C1=C(CC)Nc2ccccc2N/C1=N\S(=O)(=O)c1ccc(C(=O)OCC)cc1 | -4 | 1.9 | 1 | 0.2 | 4.9 | 2.9 | 1.9 | 0.1 | -3 | -29 | -0.7
Cc1cc(-n2c(C)cc(C(=O)COc3cccnc3[N+](=O)[O-])c2C)no1 | -3 | -1.8 | -3 | -1.1 | 0.4 | 0.4 | 3.2 | -1.4 | 1 | -4 | -0.8
CCOC(=O)[C@]12CCCCC/C=C\1N(CCc1ccc(Cl)cc1)C(=O)[C@H]2CC(=O)N1CCCC1 | -5 | -2.7 | 3 | -1.3 | -2.1 | -4.2 | / | / | -3 | -8 | /
COc1ccccc1CCNS(=O)(=O)CCNC(=O)c1ccc2c(c1)OCO2 | 0 | -1.3 | -11 | -1.0 | 0.8 | 0.1 | 0.8 | 1.2 | 1 | -9 | -1.7
CC1(C)Cc2[nH]c(=O)c(C#N)cc2CS1 | 5 | 1.1 | -4 | 0.5 | -1.9 | 1.1 | -1.2 | 0.6 | -1 | 9 | 2.4
CC(C)C(=O)N/N=C/c1ccc(OCc2ccccc2)cc1 | 0 | 0.1 | 5 | -1.1 | 4.6 | -1.1 | -1.5 | 0.2 | 1 | -11 | -1.9
CCOc1ccc(-c2nnc(SCC(=O)N3CCN(c4ccccc4)CC3)o2)cc1 | -5 | 0.5 | -1 | -0.7 | 1.1 | -0.5 | -0.3 | 1.8 | -2 | 1 | -0.2
CNC(=O)c1[nH]cnc1C(=O)N[C@@H](Cc1ccccc1)C(=O)OCc1ccccc1 | 2 | -0.7 | 1 | -1.1 | 2.4 | -1.1 | -2.1 | 0.7 | 3 | -14 | 0.0
CC(C)NC(=O)CSc1ccccc1C(=O)NNC(=O)Cn1ccc(C(F)(F)F)n1 | 3 | -1.3 | -1 | -0.2 | 2.3 | 0.1 | 1.9 | 0.8 | -3 | -2 | -0.9
CCC(=O)N1CCc2cc(S(=O)(=O)NC(C(=O)Nc3cccc(C)n3)C(C)C)ccc21 (centres undefined) | 2 | 0.7 | 0 | -1.3 | -0.8 | -0.7 | -0.3 | 0.0 | -1 | 2 | -1.4
CCn1c(SCC(=O)N(C)Cc2ccc(OC)c(F)c2)nc2cc(S(N)(=O)=O)ccc21 | 4 | -0.3 | -2 | -1.2 | -1.4 | -0.7 | 3.3 | -0.7 | -1 | -4 | -0.3
Cc1ccc(C)c(S(=O)(=O)N2CCCCC2CCNC(=O)C(=O)NCc2ccccc2)c1 (centres undefined) | 2 | -2.5 | -7 | -1.2 | -0.2 | -0.9 | -3.4 | -1.4 | -2 | -1 | 0.5
CCCC(=O)Nc1ccc(C(=O)N/N=C/c2cccnc2)cc1 | 0 | 1.3 | -1 | -0.5 | -0.5 | -2.0 | 1.4 | 0.1 | -2 | -2 | -1.4
CC(C)(C)OC(=O)NCCCCCNC(=O)c1nc[nH]c1C(=O)NCc1ccc(CNC(=O)OC(C)(C)C)cc1 | 1 | -5.1 | 2 | -2.6 | -12 | -2.5 | -4.8 | -5.0 | -3 | -27 | -0.7
COc1ccc(C(=O)C2CCN(C(=S)NCCc3ccccc3)CC2)cc1 | 2 | 0.2 | 2 | -1.0 | -0.9 | 0.4 | -1.1 | 0.9 | -1 | 5 | 0.0
Cc1ccc(S(=O)(=O)N2CCC(=O)N(C(COCc3ccc(C(F)(F)F)cc3)Cc3ccccc3)CC2)cc1 (centres undefined) | -1 | -0.4 | 2 | -0.5 | 4.0 | -0.4 | -2.9 | 1.9 | 1 | -2 | -1.5
Oc1ccccc1C=NN1CCN(Cc2ccccc2)CC1 | -3 | -1.5 | 0 | -1.0 | 6.4 | -0.8 | / | / | 1 | -5 | /
O=C(c1ccccc1/S(=N/S(=O)(=O)c1ccccc1)N1CCOCC1)N1CCOCC1 (centres undefined) | -2 | -2.8 | 3 | -0.6 | -1.0 | -0.2 | 1.0 | 2.2 | 4 | 4 | -0.5
COc1cc(NC(=O)CC(C)n2ccnc2)cc(OC)c1 (centres undefined) | 0 | -1.6 | -6 | -0.8 | -1.5 | 0.0 | -1.1 | 1.4 | -3 | 9 | 1.1
COc1ccc(-c2ccc(C(=O)Nc3ccc(OC)nc3)c3occc23)c(C)c1 | 2 | -2.8 | -9 | -1.3 | -4.3 | -1.9 | -2.4 | / | -7 | 6 | -3.6
Cc1cccc2nc3c(nc12)-c1ccccc1C3=O | 4 | 4.5 | -3 | -0.5 | 2.0 | -0.4 | 0.7 | 3.9 | 6 | -6 | -3.5
COc1ccc(NC(=O)CC2C(=O)N(c3cccc(OC)c3)C(=O)N2CCC(C)C)cc1 (centres undefined) | -5 | -1.2 | 3 | -1.1 | 1.0 | -0.4 | -0.6 | -1.0 | -3 | -19 | 2.1
CCc1ccc(CCNC(=O)OC2CC3CC2[C@H]2CCCCN2C3)cc1 (some centres undefined) | -7 | 1.2 | -2 | -0.3 | 0.2 | 1.9 | / | / | -3 | 11 | /
CCOc1cccc(NCc2cc3c(C(C)(C)C)nn(-c4ccccc4)c3[nH]c2=O)c1 | 0 | 0.9 | -18 | -1.8 | -1.5 | -0.4 | 0.1 | -1.3 | -1 | -34 | -0.9
CCc1c(C)c2cc(Cl)c(O)c(CN3CCCC3)c2oc1=O | -5 | 1.2 | i | -0.5 | 1.3 | 0.4 | 0.0 | -0.1 | 0 | -5 | -1.1
Cc1ccc(N=Cc2nc(-c3ccc(C)cc3)oc2O)cc1 | -2 | 0.1 | -3 | -1.3 | 1.8 | 0.0 | 0.9 | 1.4 | 0 | -3 | -0.9
Cc1cc2oc3ccc(NCCC4CCCN4C)cc3c(=O)c2cc1C (centres undefined) | 0 | -1.0 | -386 | -1.4 | 1.4 | 0.9 | 2.2 | 1.7 | 8.7* | 7 | -3.9
Cc1cc(C(=O)Cn2nnc3ccccc3c2=O)c(C)n1-c1c(C)n(C)n(-c2ccccc2)c1=O | 2 | -0.7 | 1 | -1.0 | 3.6 | -1.1 | 1.5 | -0.9 | 4 | -3 | 0.0
CN(O)C(=S)c1ccccc1 | -6 | -3.6 | -4 | -2.4 | -11 | -8.9 | -15 | -5.8 | -11 | 5 | -0.1
CC(=O)C1C(C)CC2C3CCC4CC(=O)CCC4(C)C3CCC21C (centres undefined) | 1 | -1.1 | 3 | -1.4 | -1.1 | -0.3 | -0.2 | 1.8 | 3 | -6 | -0.1
COc1ccc(NC(=O)N2CCCC(CNS(=O)(=O)c3cccs3)C2)c(C)c1 (centres undefined) | -2 | -1.9 | -7 | -1.3 | 0.4 | -0.1 | -2.4 | 0.5 | -2 | 4 | 0.2
Clc1ccc(Nc2ncn[nH]2)cc1 | -4 | -0.5 | 0 | -0.1 | 2.5 | -0.5 | 2.9 | -0.1 | -3 | -4 | 0.0
COc1ccccc1NC(=O)CSc1nccc(-c2ccco2)n1 | -6 | -0.6 | -18 | -1.5 | 0.2 | 1.2 | 1.1 | -0.7 | -1 | 8 | 2.9
COc1ccccc1COn1c(=O)c(-c2ccco2)[n+]([O-])c2ccccc21 | / | -0.1 | -34 | -0.8 | -0.5 | -0.7 | -0.2 | -1.8 | -1 | -1 | -1.1
Cc1ccc(N=Cc2cc3c(cc2[N+](=O)[O-])OCO3)cc1[N+](=O)[O-] | 1 | -0.4 | -5 | -0.8 | 2.4 | 0.0 | -0.8 | / | -3 | 14 | -1.6
CCN(Cc1cccs1)c1ncnc2ccc(-c3ccc4c(c3)OCO4)cc12 | 4 | -1.6 | -178 | -2.0 | -0.1 | / | / | / | / | -13 | /

A few values from the entries so far:
PG9 Ab binder result of Clc1ccc(Nc2ncn[nH]2)cc1 = 0.0
hgDAF-12 ag result of COc1ccccc1COn1c(=O)c(-c2ccco2)[n+]([O-])c2ccccc21 = -0.5
sPLA2-III inh result of CCN(Cc1cccs1)c1ncnc2ccc(-c3ccc4c(c3)OCO4)cc12 = -13

Assay outcomes deposited in PubChem BioAssay by several laboratories.
